Assay outcomes from PubChem BioAssay.
Pf Dd2 inh: inhibitors of Plasmodium falciparum Dd2 growth; P. falciparum Dd2 growth, SYBR Green, 72 h; Potency, µM (top dose mostly 28.9 µM), without a hit: at the highest dose activity, negative = inhibition, actives largely listed as inhibitors; actives 4.3% (n = 120,000); active = well fitted inhibition curve with a large enough effect; inconclusive = small, poorly fitted or top-dose-only effect; inactive = no such curve, though single readings can be large or run the other way;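 also: plate controls were DMSO vehicle for no effect and reference drug for full effect; nearly all actives have a fitted effect of over 65% in size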
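Readout: SYBR Green fluorescence, 485 nm excitation, 535 nm emission, after ~16 h lysis at 37C. Before that, Dd2-infected red cells (2.5% hematocrit) grew 72 h with compound, 29 uM top final concentration.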
* = called active by the depositor; i = inactive; ? = inconclusive; [ ] = another dose, or the depositor's remark. Potency is read from the fitted curve at half-maximal effect. The list is partial; rates above refer to the full screens.

Start of the data: the first 6 records, to show the layout:
SMILES	Pf Dd2 inh
CC(C)CC(=O)NC1CCCc2c1[nH]c1c(Cl)cccc21 (stereo not given)	-22.4%
Cc1[nH]c(=O)[nH]c(=O)c1S(=O)(=O)N1CCN(c2ccccc2Cl)CC1	27.5%
CCOc1cc(=O)n2c(c1C(=O)Nc1ccc(F)cc1F)CCCC2	i
Cc1ccc(CN2C(=O)NC3(CCCN(C(=O)c4ccc5c(c4)OCO5)C3)C2=O)cc1 (stereo not given)	16.0%
O=C(NCc1ccc(N2CCOCC2)cc1)c1cc[nH]c1C1CCCNC1 (stereo not given)	-3.1%
Cc1ccc(CC(=O)NC2CCN(c3cc(-c4cccs4)[nH]n3)C2)cc1 (stereo not given)	i

The whole of this part, from the first entry:
SMILES	Pf Dd2 inh
CC(C)CC(=O)NC1CCCc2c1[nH]c1c(Cl)cccc21 (stereo not given)	-22.4%
Cc1[nH]c(=O)[nH]c(=O)c1S(=O)(=O)N1CCN(c2ccccc2Cl)CC1	27.5%
CCOc1cc(=O)n2c(c1C(=O)Nc1ccc(F)cc1F)CCCC2	i
Cc1ccc(CN2C(=O)NC3(CCCN(C(=O)c4ccc5c(c4)OCO5)C3)C2=O)cc1 (stereo not given)	16.0%
O=C(NCc1ccc(N2CCOCC2)cc1)c1cc[nH]c1C1CCCNC1 (stereo not given)	-3.1%
Cc1ccc(CC(=O)NC2CCN(c3cc(-c4cccs4)[nH]n3)C2)cc1 (stereo not given)	i
CC1=C[C@@H](CNCc2ccccc2O)[C@H](C(C)C)C[C@H]1Cc1nc2c(C)cccc2[nH]1	-24.6%[44.1 µM]
CCOC(=O)c1cn(C2CN(C(=O)Cc3ccccc3F)C2)nn1	?
CCCCNC(=O)N1CCC2(CC1)C(=O)N(CC(=O)NC(C)c1ccccc1)CN2c1ccccc1 (stereo not given)	i
CC1=C(C(=O)NCC2Cn3cccc3C(=O)N2Cc2ccccc2)C2(CCCCC2)OC1=O (stereo not given)	?
Cc1ccc2nc3n(c2c1)[C@@H](CNCc1ccccc1)COC3	i
COc1cc(CNCCSc2nnnn2C)cc(Cl)c1OCc1ccccc1	i
CCCNC(=O)c1ccc2c(c1)N(Cc1cccc(C)c1)C(=O)c1ccccc1S2	-5.5%
O=C(Cc1cccc(Cl)c1)N1CCC(Oc2ncccc2C(=O)N2CCCCC2)C1 (stereo not given)	7.94µM*
CCCS(=O)(=O)N1CCC(CC(=O)NCc2ccccc2)C1 (stereo not given)	i
OC[C@@H]1CNC[C@H]1C1CCN(Cc2cccc(C(F)(F)F)c2)CC1	i
COCCN1C(=O)[C@H]2CN(Cc3cc(OC)ccc3OC)C[C@H]2C1=O	-6.4%
Cc1cc(C(F)(F)F)nn1CC(=O)NC1CCc2nnc(C3CC3)n2CC1 (stereo not given)	-18.1%
CCNC(=O)c1cccc2c1CCN2C(=O)Nc1ccc(C)cc1	i
COc1cc2c(cc1C(=O)N1CCNCC(O)C1)CCC2 (stereo not given)	-11.3%
CCC(CC)C(=O)N1CCCC(c2noc(COC)n2)C1 (stereo not given)	31.6%
CCOc1ccc(C(=O)Nc2ccccc2C(=O)OCc2cc(=O)n3nc(C4CC4)sc3n2)cc1	13.2%
CC(=O)N1CCc2c(sc3c2c(=O)n(-c2ccc(C)cc2)c(=O)n3CC(=O)Nc2ccccc2)C1	?
CN1CCC(C(=O)N2CCC3(CC2)CN(S(=O)(=O)c2ccccc2)CCO3)CC1	2.4%
Cc1cccc(NC(=O)c2c(Br)sc3c2CCCC3)c1	i
Cc1ccc(C)c(N2CCN(C(=O)c3ccc4c(c3)N(Cc3ccc(F)cc3)C(=O)c3ccccc3S4=O)CC2)c1 (stereo not given)	-15.9%
CO[C@@]1(C)C[C@@H](O)C12CCN(C(=O)CCn1c(C)cccc1=O)CC2	1.5%
O=C(CCC[C@H]1NC[C@@H]2C[C@H]1CN(Cc1ccccc1)C2)NCc1ccc(N2CCOCC2)cc1	?
COc1cccc(-c2ccnc(-c3nnc(C)n3CCN3CCOCC3)c2)c1	i
CCOc1ccccc1NC(=O)C(CC)Sc1nc2ncccc2[nH]1 (stereo not given)	7.8%
CS(=O)(=O)c1ccc(CN2CCN(c3ncc(F)cn3)CC2)cc1	-6.2%
COc1cc(OC)c(NC(=O)Cn2c(=O)nc(-c3ccccc3)c3ccccc32)cc1Cl	-17.7%
CC(C)c1cccc(NC(=O)CCn2ccn3nc4c(c3c2=O)CCCC4)c1	i
Cc1cccc(Cn2nnc3c(=O)[nH]c(C4CCN(C(=O)c5ccccc5F)CC4)nc32)c1	-18.4%
CCc1ccc(NC(=O)Cn2c(C)ccc(NS(=O)(=O)c3ccc(C)cc3)c2=O)cc1	?
O=C(NCC1CCN(c2cc(-c3ccccc3)[nH]n2)CC1)c1ccc(=O)[nH]c1	?
Cc1ccccc1OCCSc1nc2ccc(NC(=O)c3cccs3)cc2s1	1.12µM*
NC(=O)c1cccnc1N1CCC2(CCCN(Cc3cccc(F)c3F)C2)C1 (stereo not given)	i
COc1cc(NC(=O)Cn2cccc2-c2nc(-c3ccc(F)cc3)no2)cc(OC)c1OC	40.8%[activator]
Cc1cc(=O)n(CC(=O)Nc2ccc(N(C)C)cc2)c(-c2ccc(F)cc2)n1	-14.1%

Ordered by heavy-atom count (smallest number first): part of the list above.
SMILES	Pf Dd2 inh
Cc1cccc(NC(=O)c2c(Br)sc3c2CCCC3)c1	i
CO[C@@]1(C)C[C@@H](O)C12CCN(C(=O)CCn1c(C)cccc1=O)CC2	1.5%
Cc1ccccc1OCCSc1nc2ccc(NC(=O)c3cccs3)cc2s1	1.12µM*
CC(=O)N1CCc2c(sc3c2c(=O)n(-c2ccc(C)cc2)c(=O)n3CC(=O)Nc2ccccc2)C1	?
Cc1ccc(C)c(N2CCN(C(=O)c3ccc4c(c3)N(Cc3ccc(F)cc3)C(=O)c3ccccc3S4=O)CC2)c1 (stereo not given)	-15.9%

Next part
SMILES	Pf Dd2 inh
O=C(Cn1nnc(-c2ccc(Cl)cc2)n1)NCc1ccc(F)cc1	-4.0%
COc1ccc(CNC(=O)N2CCCCCC2CN2CCOCC2)cc1 (stereo not given)	?
N#Cc1ccc(CN2CCC3(CC(Cc4ccccc4)=NO3)C2)cc1 (stereo not given)	i
CN(C(=O)CSc1nnc2[nH]c(=O)cc(-c3ccccc3)n12)c1ccccc1	i
COc1ccc2nc([C@H]3CCN(C4CCN(C(C)=O)CC4)C3)[nH]c2c1	i
COc1cccc(C(=O)N2CCN(c3cc(C(F)(F)F)ncn3)CC2)c1OC	-15.9%
O=C(NC1CC1)c1ccc2ccnn2c1	0.9%[44.1 µM]
O=C(COc1ccccc1F)Nc1ccc2nc(SCc3ccccc3)sc2c1	?
COc1ccc(-c2noc([C@@H]3CCCN3C(=O)c3ccc(F)c(F)c3)n2)cc1OC	-18.7%
COc1ccc(CNC(=O)Cn2c(=O)c(-c3noc(C)n3)c3n(c2=O)CCCC3)cc1	-21.8%
O=C(NCCCc1nc2ccccc2[nH]1)C1CC(=O)N(c2n[nH]c3ccccc23)C1 (stereo not given)	?
Cn1c(Cn2ccnc2)nnc1C1CCCN(C(=O)c2sccc2N)C1 (stereo not given)	-2.4%
COc1ccccc1CNC(=O)[C@H]1CN2CCC1C[C@@H]2Cn1cc(C(C)(C)O)nn1 (stereo not given in full)	-6.3%[44.1 µM]
O=C(NC1C[C@H]2CC[C@@H](C1)N2C(=O)Cc1ccc(F)cc1)c1ccncc1 (stereo not given in full)	i
CCCCc1nn2c(=O)cc(COC(=O)c3ccc(NC(=O)c4cccs4)cc3)nc2s1	16.5%
CCOC(=O)c1ccccc1NC(=O)Cn1c(=O)n(Cc2nc(C)no2)c(=O)c2ccccc21	-26.0%
O=C(O)Cn1nc(C2CC2)nc1CCc1nc2ccccc2s1	-4.6%
CCN(CC)c1ccc(NC(=O)C2COc3ccc(OC)cc3C2)c(C)c1 (stereo not given)	?
COCc1noc([C@@H]2CC(F)(F)CN2C(=O)c2cnc(C)cn2)n1	-3.9%
COc1ccc(Cn2c(=O)c3cccnc3n(CC(=O)Nc3ccc(C)c(F)c3)c2=O)cc1	?
CCc1nc(-c2c3n(c(=O)n(Cc4ccccc4C)c2=O)CCCC3)no1	?
Cc1nc(N2CCC(NC(=O)c3nccc4ccccc34)CC2)cc(C(F)(F)F)n1	-16.7%
Cc1cc(-c2cnc3[nH]cc(CC(N)=O)c3c2)ccn1	?
OC1CCOC2(CCN(Cc3ccc4cc[nH]c4c3)CC2)C1 (stereo not given)	-4.6%
CN1CCN(C(=O)Cc2c[nH]c3ncc(-c4ccc5c(c4)OCO5)cc23)CC1	-20.8%[44.1 µM]
CC1=C[C@@H](CNC(=O)Nc2ccccc2)[C@H](C(C)C)C[C@H]1CC(=O)NCCN1CCOCC1	?
O=C(NCCCn1ccc2ccccc21)C1CC(=O)N(C2CCCC2)C1 (stereo not given)	-6.0%
CC1=C[C@@H](CNC(=O)CCC(=O)O)[C@H](C(C)C)C[C@H]1CC(=O)N1CCN(C)CC1	1.0%[44.1 µM]
CCc1ccccc1NC(=O)CCn1ccn2nc3c(c2c1=O)CCCC3	i
Cc1ccc(OCC(=O)Nc2cccc(C(=O)OCc3cc(=O)n4cc(C)sc4n3)c2)cc1	33.5%[activator]
Cc1cc(F)ccc1NC(=O)CCC1CCCN(C(=O)CC2=CCCCC2)C1 (stereo not given)	5.2%
O=C(c1cc2c(s1)-c1ccccc1OC2)N1CCN(c2ccccc2)CC1	19.4%
Cc1ccc([S+](=O)([O-])N2CCC(c3nn(C)c(=O)[nH]3)CC2)cc1	-4.0%
CCn1ccc(C(=O)N2CCCC(c3noc(COC)n3)C2)n1 (stereo not given)	62.3%[activator]
C[C@]1(CO)[C@H]2Cc3sc(NC(=O)c4ccco4)nc3[C@@H](CC(=O)NCc3cccnc3)[C@]2(C)CC[C@H]1O	7.08µM*
CC(=O)N1CCC2(CC1)OC(=O)N(Cc1ccc(O)cc1)C2(C)c1ccccc1 (stereo not given)	?
COCCOCC(=O)NCCc1noc(-c2ccccc2)n1	-6.3%
Cc1ccc(C)c(Cn2nnc(C(=O)NCc3ccc(Cl)cc3Cl)c2N)c1	4.47µM*
CCCn1c(C)c(CC(=O)N(C)Cc2nnc(C)o2)c2c1CC(C)(C)CC2=O	-19.1%
Cc1ccc(S(=O)(=O)c2nnn3c2nc(NC2CCCCC2)c2sccc23)cc1	-5.4%
CCOc1ccc(CNC(=O)CN2C(=O)CSc3ccc(S(=O)(=O)N4CCOCC4)cc32)cc1OC	-4.1%
COc1ccc(CNC(=O)N2CCC(C3CCN(S(C)(=O)=O)CC3)C2)cc1 (stereo not given)	0.4%
Cn1c(=O)[nH]c2cc(-c3noc(-c4cccc(Cl)c4)n3)ccc21	i
O=C1CC2CCN(C(=O)c3ccc(F)cc3)CC2CCN1 (stereo not given)	30.9%[44.1 µM]
Cc1cccc(NC(=O)N2CCc3c(c4ccccc4n3C)C2)c1C	i
Cc1nnc(NC(=O)c2ccccc2)s1	i
Cc1nc(CNC(=O)CCN2Cc3ccccc3OC(c3ccccc3F)C2)cs1 (stereo not given)	?
Cc1ccc(-n2nnnc2CNC(=O)c2ccccc2S(C)(=O)=O)cc1C	i
CSc1ccc(CNC(=O)c2ccc3c(c2)N(C)C(=O)C2CCCCN32)cc1 (stereo not given)	19.3%
COc1cc(CNC(=O)c2c(C)noc2-c2cc(OC)c(OC)c(OC)c2)cc(OC)c1	i
COc1ccc(CN2CCOc3nc(-c4ccc(O)c(F)c4)ncc3C2=O)cc1	i
Cc1ccc2nc3n(c2c1)[C@@H](CNCc1ccc(C(=O)O)cc1)COC3	1.8%[44.1 µM]
COCCN1CCC(CN(Cc2ccncc2)C(=O)c2cnccn2)CC1	-0.4%
O=C(C1CN(c2ccccc2)C(=O)N1)N1CCN(Cc2ccccc2)CC1 (stereo not given)	-6.7%
C[C@H](C(=O)NCCN1CCOCC1)C1CC[C@@]2(C)Cc3sc(CSc4ccccc4)nc3[C@@H](C)[C@@H]2[C@H]1O (stereo not given in full)	i
CCn1cc(CN2CCCC(CNC(=O)c3cccc(OC)c3OC)C2)cn1 (stereo not given)	-23.1%
CCn1cc(S(=O)(=O)N2CCC3(CCCN(CC4CC4)C3=O)C2)cn1 (stereo not given)	-6.0%
COc1ccc(C2Cn3nnc(-c4noc(C5CC5)n4)c3CO2)cc1 (stereo not given)	i
O=C(Nc1ccc(C(F)(F)F)cc1)C1CCC(CNS(=O)(=O)c2cccc3nsnc23)CC1 (stereo not given)	2.82µM*
O=C1NCCOCCN(S(=O)(=O)c2ccccc2)[C@@H]2CCCC[C@H]12	i
(next part)
SMILES	Pf Dd2 inh
O=Cc1cccc(-c2cc(F)cc(F)c2)c1	20.8%[44.1 µM]
Cc1oc(C(O)c2ccccc2)nc1C(=O)Nc1ccc2[nH]c(=O)oc2c1 (stereo not given)	-14.1%[44.1 µM]
CCC1(N2CCN(S(=O)(=O)c3cccs3)CC2)CCN(S(C)(=O)=O)C1 (stereo not given)	-3.1%
CCOc1ccccc1C1C(C(=O)Nc2ccccc2)=C(C)Nc2nc(-c3ccccc3)nn21 (stereo not given)	-18.5%
COc1ccc(-c2nc(C)nc3c2CN(C(=O)c2ccccc2)CC3)cc1	i
COc1ccccc1N1CCN(S(=O)(=O)c2ccc(-c3ccno3)cc2OC)CC1	i
COc1ccc(NC(=O)C2CCC(CNS(=O)(=O)c3ccc(Br)s3)CC2)cc1OC (stereo not given)	i
CC[C@H]1CN(C(=O)N2CCOCC2)CC[C@H]1CC(=O)N1CCOCC1	?
COc1ccc(C2CC(=O)c3cc(-c4nc(-c5ccc(Cl)cc5)c(C)s4)c(=O)[nH]c3C2)cc1 (stereo not given)	-13.8%
CCN1C(=O)c2ccccc2Sc2ccc(NC(=O)Nc3cc(C)cc(C)c3)cc21	-11.4%
CC(C)C1=NOC2(CCCN(C(=O)c3ccccc3)C2)C1 (stereo not given)	9.2%[44.1 µM]

Compounds above that have bromine, in the order listed:
SMILES	Pf Dd2 inh
Cc1cccc(NC(=O)c2c(Br)sc3c2CCCC3)c1	i
COc1ccc(NC(=O)C2CCC(CNS(=O)(=O)c3ccc(Br)s3)CC2)cc1OC (stereo not given)	i
